BAP1 inh: human BAP1 deubiquitinase inhibition; actives 0.48% (n = 72,000); activity remaining (% of control), % at 20 µM; AID 436; Q92560; recombinant BAP1, Ub-AMC hydrolysis fluorescence kinetic; hits give low values;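 active = activity remaining at or below 50% of control, provided the compound also passes the data quality filters; inactive = the rest, including low values that fail the filters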;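 also: 100% = DMSO wells rate and 0% = substrate alone blank rate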
Target sequence (Q92560 whole entry, looked up): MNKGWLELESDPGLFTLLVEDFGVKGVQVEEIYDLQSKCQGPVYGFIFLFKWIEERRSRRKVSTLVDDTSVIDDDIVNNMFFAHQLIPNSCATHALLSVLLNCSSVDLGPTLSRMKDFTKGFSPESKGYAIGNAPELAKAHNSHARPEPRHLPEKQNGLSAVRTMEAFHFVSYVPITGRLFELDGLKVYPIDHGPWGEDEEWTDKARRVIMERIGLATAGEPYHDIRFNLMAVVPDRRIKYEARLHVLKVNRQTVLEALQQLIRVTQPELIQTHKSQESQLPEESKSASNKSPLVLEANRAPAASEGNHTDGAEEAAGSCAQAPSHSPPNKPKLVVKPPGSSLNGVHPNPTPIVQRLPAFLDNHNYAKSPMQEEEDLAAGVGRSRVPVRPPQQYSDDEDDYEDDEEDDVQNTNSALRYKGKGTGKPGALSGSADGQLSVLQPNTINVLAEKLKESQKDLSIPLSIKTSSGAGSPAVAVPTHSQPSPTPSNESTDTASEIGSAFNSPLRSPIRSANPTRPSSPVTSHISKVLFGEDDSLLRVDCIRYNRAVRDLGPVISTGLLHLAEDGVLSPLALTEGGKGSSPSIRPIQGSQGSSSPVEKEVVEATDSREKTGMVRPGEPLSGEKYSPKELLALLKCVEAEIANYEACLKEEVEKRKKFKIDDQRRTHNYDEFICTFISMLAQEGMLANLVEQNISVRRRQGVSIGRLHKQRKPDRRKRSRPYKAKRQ
HePTP inhibitor: inhibitors of human HePTP phosphatase; recombinant HePTP phosphatase activity, OD absorbance; P35236; inhibition, % at 20 µM; actives 0.64% (n = 110,000); in the data active = inhibition above about 50%;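 also: plate controls were vehicle for no effect and reference inhibitor for full effect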
Target sequence (P35236 whole entry, looked up): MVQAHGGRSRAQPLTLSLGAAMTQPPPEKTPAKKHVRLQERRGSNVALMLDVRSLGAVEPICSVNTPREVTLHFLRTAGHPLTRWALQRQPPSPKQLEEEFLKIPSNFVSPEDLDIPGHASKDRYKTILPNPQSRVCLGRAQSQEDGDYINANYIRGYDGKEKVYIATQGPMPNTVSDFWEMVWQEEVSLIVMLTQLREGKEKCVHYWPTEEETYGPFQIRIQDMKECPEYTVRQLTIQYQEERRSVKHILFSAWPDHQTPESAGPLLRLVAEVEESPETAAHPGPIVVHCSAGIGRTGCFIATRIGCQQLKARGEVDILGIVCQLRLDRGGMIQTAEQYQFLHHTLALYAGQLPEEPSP
Numbers without * were called inactive; & = joins results of further samples. An unsorted share of the library (roughly 0.79% active in at least one column).

Sample of the layout, four compounds:
Results for O=C(N/N=C/c1ccc(Cl)c([N+](=O)[O-])c1)/C(=C\c1ccc2c(c1)OCO2)NC(=O)c1ccccc1 ?
HePTP inhibitor: -14

How did COc1cc(C(=O)Nc2c(C)cccc2C(=O)O)cc(OC)c1OC do in these assays?
HePTP inhibitor: 4

What do the screens show for `CCC1=NN2C(=N)/C(=C/c3ccc(Br)cc3)C(=O)N=C2S1`?
HePTP inhibitor: -13

How did Cc1ccc(C)n1-c1cccc2cccnc12 do in these assays?
HePTP inhibitor: 8

Results, repeating the preview:
Results for O=C(N/N=C/c1ccc(Cl)c([N+](=O)[O-])c1)/C(=C\c1ccc2c(c1)OCO2)NC(=O)c1ccccc1 ?
HePTP inhibitor: -14

How did COc1cc(C(=O)Nc2c(C)cccc2C(=O)O)cc(OC)c1OC do in these assays?
HePTP inhibitor: 4

What do the screens show for `CCC1=NN2C(=N)/C(=C/c3ccc(Br)cc3)C(=O)N=C2S1`?
HePTP inhibitor: -13

How did Cc1ccc(C)n1-c1cccc2cccnc12 do in these assays?
HePTP inhibitor: 8

Results for O=[N+]([O-])c1ccc(C=Nc2ccc(Br)c(Cl)c2)s1 ?
HePTP inhibitor: 9

Results for COc1cc(C)nc(SCC(N)=O)n1 ?
BAP1 inh: 109; HePTP inhibitor: -5

What do the screens show for `CCCCCOC(=O)CSc1nnc(-c2ccc(Cl)cc2Cl)o1`?
HePTP inhibitor: -25

What do the screens show for `CCOc1ccc(S(=O)(=O)Nc2cccnc2)c2ccccc12`?
HePTP inhibitor: 8

What do the screens show for `Cc1ccc(S(=O)(=O)N(Cc2ccccc2)c2ccccc2C(=O)NCc2ccco2)cc1`?
HePTP inhibitor: -1

Results for CC(C)n1c(CNC(=O)c2ccccc2)nc2ccccc21 ?
HePTP inhibitor: 7

How did CCN(CC)CCCOc1ccccc1Br do in these assays?
HePTP inhibitor: 0

What do the screens show for `CCCC(=O)Nc1sc2c(c1C#N)CCCC2`?
BAP1 inh: 81; HePTP inhibitor: -5

How did Cc1cc2oc(=O)cc(C)c2cc1[N+](=O)[O-] do in these assays?
BAP1 inh: 96; HePTP inhibitor: 0

How did CC(OC(=O)CCc1nc2ccccc2[nH]c1=O)C(=O)c1ccccc1 (stereo not drawn) do in these assays?
HePTP inhibitor: 6

How did COc1ccc(OC)c(NC(=O)CCN2CCN(c3ccccc3)CC2)c1 do in these assays?
BAP1 inh: 78; HePTP inhibitor: 1

How did CCOC(=O)c1cnc2cc(-c3ccco3)[nH]n2c1=O do in these assays?
HePTP inhibitor: -3

Results for O=C(Cn1c(=O)sc2ccccc21)N1CCOCC1 ?
BAP1 inh: 112; HePTP inhibitor: 2

How did CN(c1ccccc1)c1ccc(/C=C2/C(=O)ON=C2c2ccc([N+](=O)[O-])cc2)cc1 do in these assays?
HePTP inhibitor: -2

Results for COC(=O)c1ccc(/C=C2\SC(=Nc3ccc(Br)cc3)NC2=O)cc1 ?
HePTP inhibitor: 2

How did CCOc1ccc(N2C(=O)NC(=O)/C(=C/c3ccc(-c4cccc(C(=O)O)c4)o3)C2=O)cc1 do in these assays?
HePTP inhibitor: 11

Results for CCN(CC)c1ccc(NC(=O)c2cccc(C)c2OC)c(C)c1 ?
BAP1 inh: 100; HePTP inhibitor: 3

What do the screens show for `COc1ccccc1OCC(=O)NC1CCCCCC1`?
BAP1 inh: 94; HePTP inhibitor: 0

Results for O=C(NCCSc1ccccc1)c1ccccc1 ?
BAP1 inh: 59; HePTP inhibitor: -11

What do the screens show for `CCCCC1CCC(c2nn(CC(=O)O)c(=N)s2)CC1` (stereo not drawn)?
BAP1 inh: 53

How did O=C(CSc1nnc2c(n1)[nH]c1ccccc12)NCCO do in these assays?
HePTP inhibitor: 5

What do the screens show for `CCCc1cc(=O)[nH]c(SCC(=O)Nc2ccc(OC(F)F)cc2)n1`?
BAP1 inh: 99; HePTP inhibitor: 6

What do the screens show for `O=C(CCc1ccccc1)NC1CCCCC1Cc1ccco1` (stereo not drawn)?
HePTP inhibitor: -19

What do the screens show for `C=CCNC(=S)Nc1ccc(C(=O)OCC)cc1`?
HePTP inhibitor: -15

Results for C=CCOc1cccc(/C=N/NS(=O)(=O)c2ccc(Cl)cc2)c1 ?
HePTP inhibitor: 2

Results for COc1ccc(OC)c(NC(=O)C2c3ccccc3Oc3ccccc32)c1 ?
HePTP inhibitor: -9

Sorted by SMILES length (falling): some entries from above.
What do the screens show for `CCCc1cc(=O)[nH]c(SCC(=O)Nc2ccc(OC(F)F)cc2)n1`?
BAP1 inh: 99; HePTP inhibitor: 6

Results for COc1ccc(OC)c(NC(=O)C2c3ccccc3Oc3ccccc32)c1 ?
HePTP inhibitor: -9

How did CCOC(=O)c1cnc2cc(-c3ccco3)[nH]n2c1=O do in these assays?
HePTP inhibitor: -3

Continued:
Results for CCCCSc1nc(C)c(CC(=O)OC)c(=O)[nH]1 ?
BAP1 inh: 112; HePTP inhibitor: -1

How did COc1ccc(C(C2=C(O)CC(C)(C)CC2=O)C2=C(O)CC(C)(C)CC2=O)cc1CO do in these assays?
HePTP inhibitor: -10

How did CCOc1cc(C(=O)Nc2cc(C)on2)cc(OCC)c1OCC do in these assays?
BAP1 inh: 89; HePTP inhibitor: 4

How did Cn1c(=O)c2c(nc(CN3CCN(c4ccccc4)CC3)n2CCc2ccccc2)n(C)c1=O do in these assays?
BAP1 inh: 98

What do the screens show for `COc1ccc(/C=C/C(=O)Nc2ccc(Br)cc2C(=O)c2cc(OC)c(OC)c(OC)c2)cc1OC`?
HePTP inhibitor: 5

What do the screens show for `CN(Cc1ccco1)C(=O)C1CCC(=O)N1Cc1ccc(F)cc1` (stereo not drawn)?
BAP1 inh: 111

What do the screens show for `C=CCOc1c(Cl)cc(/C=C2/C(=O)NN(c3ccc(F)cc3)C2=O)cc1OC`?
HePTP inhibitor: -6

How did COc1cccc(-c2nnc(NC(=O)c3ccc(S(=O)(=O)N4CC(C)OC(C)C4)cc3)o2)c1 (stereo not drawn) do in these assays?
BAP1 inh: 98; HePTP inhibitor: 5

How did COC(=O)c1ccc(C(=O)OC)c(NC(=O)COc2cccc(Br)c2)c1 do in these assays?
HePTP inhibitor: 6

What do the screens show for `Cc1cc(C)n(CCOc2ccc(Cl)cc2Cl)n1`?
BAP1 inh: 84; HePTP inhibitor: 10

How did COc1cc(C)c(Cl)c(C)c1S(=O)(=O)NCc1ccc2c(c1)OCO2 do in these assays?
BAP1 inh: 82; HePTP inhibitor: 0

Results for O=C(Nc1ccc(Cl)c(Cl)c1)N1CCN(C(c2ccccc2)c2ccccc2)CC1 ?
HePTP inhibitor: 5

How did O=C(Nc1cccc([N+](=O)[O-])c1)c1cc(-c2ccco2)nc2ccccc12 do in these assays?
HePTP inhibitor: 103*

What do the screens show for `CC(C)(C)C(=O)Nc1ccc(C(=O)Oc2ccccc2)c(O)c1`?
HePTP inhibitor: -14

Results for COc1ccc(OC)c(S(=O)(=O)N2C(C)CCCC2C)c1 (stereo not drawn) ?
HePTP inhibitor: 3

Structures above that contain a COOH group:
How did COc1cc(C(=O)Nc2c(C)cccc2C(=O)O)cc(OC)c1OC do in these assays?
HePTP inhibitor: 4

How did CCOc1ccc(N2C(=O)NC(=O)/C(=C/c3ccc(-c4cccc(C(=O)O)c4)o3)C2=O)cc1 do in these assays?
HePTP inhibitor: 11

What do the screens show for `CCCCC1CCC(c2nn(CC(=O)O)c(=N)s2)CC1` (stereo not drawn)?
BAP1 inh: 53

Going on with the list:
Results for O=C(COc1cccc2ccccc12)Nc1cccnc1 ?
HePTP inhibitor: 6

Results for Cn1cc(/C=C/c2nc3ccccc3c(=O)n2-c2cccc([N+](=O)[O-])c2)c2ccccc21 ?
HePTP inhibitor: 6

What do the screens show for `CCOC(=O)c1cccc(N2C(=O)C3C4C=CC(C)(O4)C3C2=O)c1` (stereo not drawn)?
BAP1 inh: 71

How did Cc1ccc(C2CC(C(F)(F)F)n3nc(CO)c(Cl)c3N2)cc1 (stereo not drawn) do in these assays?
HePTP inhibitor: -8

What do the screens show for `COc1cccc(-c2noc(CCC(=O)Nc3cccnc3)n2)c1`?
BAP1 inh: 92; HePTP inhibitor: 5

Results for CCC(=O)Nc1ccc(NC(=S)NC(=O)c2ccco2)cc1 ?
HePTP inhibitor: 5

How did CCN1C(=O)/C(=C\c2cccc([N+](=O)[O-])c2)C(C(=O)OC)=C1C do in these assays?
HePTP inhibitor: 2

How did COc1ccc(N2CCN(C(=O)c3ccc(-n4nc(C)cc4C)cc3)CC2)cc1 do in these assays?
BAP1 inh: 95; HePTP inhibitor: -1

Results for Cc1ccc(N2CC(C(=O)Nc3ccccc3C(C)C)CC2=O)cc1 (stereo not drawn) ?
HePTP inhibitor: -25

What do the screens show for `c1ccc(-c2noc(C3CCCCC3)n2)nc1`?
HePTP inhibitor: -18

What do the screens show for `COc1cc(C2=NOC(C(=O)N3CCN(c4ccc(F)cc4)CC3)C2)cc(OC)c1OC` (stereo not drawn)?
BAP1 inh: 111; HePTP inhibitor: 8

What do the screens show for `O=C1CC(C=Cc2cccc([N+](=O)[O-])c2)=Nc2ccccc2N1`?
BAP1 inh: 82

Results for CN1CCN(c2nc3nonc3nc2N2CCN(C)CC2)CC1 ?
BAP1 inh: 84; HePTP inhibitor: 18

How did COc1cccc(C2CC(c3ccccc3Cl)n3ncnc3N2)c1 (stereo not drawn) do in these assays?
BAP1 inh: 95; HePTP inhibitor: 3

How did CCOC(=O)N1CCN(C(=O)C2c3cc(OC)c(OC)cc3C(=O)N3CCc4ccccc4C23)CC1 (stereo not drawn) do in these assays?
HePTP inhibitor: 7

How did CCc1cccc(NC(=O)CCc2nc(-c3cccs3)no2)c1 do in these assays?
BAP1 inh: 94; HePTP inhibitor: 0

What do the screens show for `Cc1ccc(S(=O)(=O)C(C#N)c2nc3ccccc3nc2N2CC(C)OC(C)C2)cc1C` (stereo not drawn)?
BAP1 inh: 77; HePTP inhibitor: 6

Results for COC(=O)c1ccccc1NC(=O)CN1CCC(n2nnc3cc(C)ccc32)CC1 ?
HePTP inhibitor: 2

What do the screens show for `COc1ccc(-c2nn(-c3ccccc3)cc2CO)cc1OC`?
BAP1 inh: 92; HePTP inhibitor: 4

How did CCCCSc1nc(C)cc(=O)[nH]1 do in these assays?
BAP1 inh: 91

How did CC(C)(C)OC(=O)N1CCCC1C(=O)N1CCc2ccccc21 (stereo not drawn) do in these assays?
BAP1 inh: 103; HePTP inhibitor: 9

Results for CCOc1ccc(N(CC(=O)Nc2cccc(Br)c2)S(=O)(=O)c2ccc(SC)cc2)cc1 ?
HePTP inhibitor: -11

How did Cc1ccc(C2N(c3cccc(Cl)c3)C(=O)C3CCCN32)o1 (stereo not drawn) do in these assays?
BAP1 inh: 99; HePTP inhibitor: 3

Results for Cc1ccc(Nc2nc(N3CCOCC3)nc(N3CCOCC3)n2)cc1 ?
BAP1 inh: 92; HePTP inhibitor: 6&7

What do the screens show for `Nc1sc2c(c1C(=O)Nc1ccccc1Cl)CCC2`?
HePTP inhibitor: -2

How did CCOc1ccccc1NC(=O)C(=O)NCCCOC do in these assays?
HePTP inhibitor: -4

How did O=C1OCCC1Sc1nc2ccccc2n1-c1ccccc1 (stereo not drawn) do in these assays?
BAP1 inh: 92; HePTP inhibitor: -4

How did CCOC(=O)C1=C(C)NC2=C(C(=O)CCC2)C1c1ccc(OCc2cccc(F)c2)c([N+](=O)[O-])c1 (stereo not drawn) do in these assays?
HePTP inhibitor: -3

What do the screens show for `CCN(CC(=O)Nc1ccccc1OC)C(=O)C1CC2C=CC1C2` (stereo not drawn)?
BAP1 inh: 95; HePTP inhibitor: 0

What do the screens show for `O=C(CN1CCN(Cc2ccc3c(c2)OCO3)CC1)N1CCc2[nH]c3ccc(F)cc3c2C1`?
BAP1 inh: 112; HePTP inhibitor: 4

The closing 2 records of the part before come first, to join the parts:
What do the screens show for `CCN(CC(=O)Nc1ccccc1OC)C(=O)C1CC2C=CC1C2` (stereo not drawn)?
BAP1 inh: 95; HePTP inhibitor: 0

What do the screens show for `O=C(CN1CCN(Cc2ccc3c(c2)OCO3)CC1)N1CCc2[nH]c3ccc(F)cc3c2C1`?
BAP1 inh: 112; HePTP inhibitor: 4

How did CC(=O)N1c2ccccc2NC2=C(C(=O)CC(C)(C)C2)C1c1cccc(F)c1 (stereo not drawn) do in these assays?
BAP1 inh: 97; HePTP inhibitor: -6

Results for O=C(Nc1nc(-c2ccc(Oc3ccccc3)cc2)cs1)c1cc(Cl)ccc1[N+](=O)[O-] ?
BAP1 inh: 72

What do the screens show for `CCOC(=O)Cn1cnc2c(nnn2-c2ccc(OC)cc2)c1=O`?
BAP1 inh: 79; HePTP inhibitor: -2

What do the screens show for `Cc1ccc(C(=O)O/N=C(\N)c2ccc(Cl)cc2)cc1[N+](=O)[O-]`?
HePTP inhibitor: -12

How did O=C(O)CSc1nnc(CNc2ccccc2Cl)n1-c1ccccc1 do in these assays?
BAP1 inh: 91; HePTP inhibitor: 4

How did CCOc1ccc(N2C(=O)C3C(C(=O)OC)=NN(C(C)=O)C3C2=O)cc1 (stereo not drawn) do in these assays?
HePTP inhibitor: -8

What do the screens show for `Cc1ccc(S(=O)(=O)Nc2cc(Sc3nc(C)cc(C)n3)c(O)c3ccccc23)cc1`?
HePTP inhibitor: -2

Results for Cc1ccccc1C(=O)Nc1sc2c(c1C(=O)N1CCOCC1)CCCCC2 ?
HePTP inhibitor: -13

What do the screens show for `CN1CCc2c(sc(NC(=O)c3ccc(S(=O)(=O)N4CCOCC4)cc3)c2C(N)=O)C1`?
BAP1 inh: 77; HePTP inhibitor: 0

Results for CCc1cccc(NC(=O)C2CCCC2)c1 ?
BAP1 inh: 137; HePTP inhibitor: 2

How did CCOc1ccc(Br)cc1/C=N\NC(=O)c1cc(C)[nH]n1 do in these assays?
HePTP inhibitor: -7

What do the screens show for `COC(=O)c1sccc1NC(=O)c1cc(-c2cccs2)nc2ccccc12`?
HePTP inhibitor: 10

How did CC(C)Cc1cc(C(=O)N2CCN(c3ccc(F)cc3)CC2)no1 do in these assays?
BAP1 inh: 95; HePTP inhibitor: 5

What do the screens show for `COc1ccccc1-n1c(SCC(=O)N2CCCCC2)nc2cccnc21`?
BAP1 inh: 90; HePTP inhibitor: 4

What do the screens show for `COC(=O)c1ccc(/C=N/Nc2nncc(-c3ccccc3)n2)cc1`?
HePTP inhibitor: -15
